ADAM17 inh – inhibits human ADAM17. 370,000 tested, 0.83% active. recombinant ADAM17, EDANS/DABCYL FRET peptide cleavage. inhibition, % at 6.95 µM. P78536;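 active = inhibition above the mean of compounds lying between control limits plus 3 SD, set per campaign, cut at about 8.5% in these data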;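 also: 0% = DMSO-only wells as the low control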
MBD2 inh – blocks human MBD2 binding to methylated DNA; 370,000 tested, 0.31% active; AID 686964; inhibition, % at 4.4 µM; TR-FRET, MBD2 binding to methylated oligonucleotide; in the data active = inhibition above about 13%
NR1D1 modulator – modulates human Rev-erb alpha binding to DNA; 370,000 tested, 0.79% active; Rev-erbα–FITC-DNA binding, fluorescence polarization, 90 min; activity, % at 10 µM;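 active = activity above about 14%, limit read from the data; passing the limit was not always enough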;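 also: 0% = DMSO wells with 35 nM protein and 100% = DMSO wells with 750 nM protein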
DAX1 inh-1 – inhibits human nuclear receptor DAX1; P51843; HEK293 Gal4-DAX1 luciferase reporter, luminescence; inhibition, % at 6.75 µM; 340,000 tested, 0.99% active; AID 504766;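 active = inhibition above the mean over all tested compounds plus 3 SD, cut at about 4.2% in these data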;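 also: 0% = DAX1-transfected cells with DMSO and 100% = empty-vector control cells with DMSO; inhibition shows as a rise in luminescence from relieved DAX1 repression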
SMARCA2 activ – activators of SMARCA2 function; MG213 cells, MMTV-luciferase reporter, dexamethasone, overnight; activation, % at 9.1 µM; 370,000 tested, 1% active; in the data active = activation above about 7.8%;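 also: 0% = vehicle wells and 100% = reference activator wells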
DAX1 inh-2 – inhibitors of DAX1 repression of SF-1 activated StAR promoter; HEK293T StAR-luciferase reporter, SF-1/DAX-1 repression relief; 370,000 tested, 1.1% active; AID 652010; inhibition, % at 6.8 µM;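 active = inhibition above the mean over all tested compounds plus 3 SD, cut at about 3.6% in these data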;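 also: 0% = DAX-1 cells with DMSO and 100% = cells lacking DAX-1 with DMSO; higher inhibition means more luminescence from relief of DAX-1 repression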
hcDAF12 agonist – activates DAF-12 receptor from parasite H. contortus. HEK293 hcDAF-12 lit1-tk-luc reporter, luminescence; 0% DMSO, 100% Δ7-dafachronic acid. activation, % at 6.8 µM. 370,000 tested, 1.4% active. AID 652067;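 active = activation above the mean of all tested compounds plus 3 SD, cut at about 5.5% in these data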;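 also: 100% = response to 3 µM Δ7-dafachronic acid high control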
hgDAF-12 ag – agonists of H. glycines DAF-12 nuclear receptor; HEK293 GAL4-hgDAF12 UAS-luciferase reporter, agonist luminescence; normalized to butyrate control; activation, % at 6.8 µM; 370,000 tested, 1.8% active; AID 687014;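 active = activation above a cutoff set at the mean of all screened compounds plus 3 SD, cut at about 10% in these data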;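 also: 0% = DMSO wells and 100% = sodium butyrate wells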
PLCb3 inh – inhibitors of human phospholipase C beta3; Purified PLC-beta3, fluorogenic substrate, fluorescence; inhibition, % at 12.2 µM; 370,000 tested, 0.18% active; in the data active = inhibition above about 11%;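 also: 0% = median of compound wells on plate and 100% = full blocker control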
PLCg1 inh – inhibitors of human phospholipase C gamma1. purified PLC-gamma1, fluorogenic substrate, fluorescence. inhibition, % at 12.2 µM. 370,000 tested, 0.84% active; in the data active = inhibition above about 9.5%
Target sequence (P19174 whole entry, looked up): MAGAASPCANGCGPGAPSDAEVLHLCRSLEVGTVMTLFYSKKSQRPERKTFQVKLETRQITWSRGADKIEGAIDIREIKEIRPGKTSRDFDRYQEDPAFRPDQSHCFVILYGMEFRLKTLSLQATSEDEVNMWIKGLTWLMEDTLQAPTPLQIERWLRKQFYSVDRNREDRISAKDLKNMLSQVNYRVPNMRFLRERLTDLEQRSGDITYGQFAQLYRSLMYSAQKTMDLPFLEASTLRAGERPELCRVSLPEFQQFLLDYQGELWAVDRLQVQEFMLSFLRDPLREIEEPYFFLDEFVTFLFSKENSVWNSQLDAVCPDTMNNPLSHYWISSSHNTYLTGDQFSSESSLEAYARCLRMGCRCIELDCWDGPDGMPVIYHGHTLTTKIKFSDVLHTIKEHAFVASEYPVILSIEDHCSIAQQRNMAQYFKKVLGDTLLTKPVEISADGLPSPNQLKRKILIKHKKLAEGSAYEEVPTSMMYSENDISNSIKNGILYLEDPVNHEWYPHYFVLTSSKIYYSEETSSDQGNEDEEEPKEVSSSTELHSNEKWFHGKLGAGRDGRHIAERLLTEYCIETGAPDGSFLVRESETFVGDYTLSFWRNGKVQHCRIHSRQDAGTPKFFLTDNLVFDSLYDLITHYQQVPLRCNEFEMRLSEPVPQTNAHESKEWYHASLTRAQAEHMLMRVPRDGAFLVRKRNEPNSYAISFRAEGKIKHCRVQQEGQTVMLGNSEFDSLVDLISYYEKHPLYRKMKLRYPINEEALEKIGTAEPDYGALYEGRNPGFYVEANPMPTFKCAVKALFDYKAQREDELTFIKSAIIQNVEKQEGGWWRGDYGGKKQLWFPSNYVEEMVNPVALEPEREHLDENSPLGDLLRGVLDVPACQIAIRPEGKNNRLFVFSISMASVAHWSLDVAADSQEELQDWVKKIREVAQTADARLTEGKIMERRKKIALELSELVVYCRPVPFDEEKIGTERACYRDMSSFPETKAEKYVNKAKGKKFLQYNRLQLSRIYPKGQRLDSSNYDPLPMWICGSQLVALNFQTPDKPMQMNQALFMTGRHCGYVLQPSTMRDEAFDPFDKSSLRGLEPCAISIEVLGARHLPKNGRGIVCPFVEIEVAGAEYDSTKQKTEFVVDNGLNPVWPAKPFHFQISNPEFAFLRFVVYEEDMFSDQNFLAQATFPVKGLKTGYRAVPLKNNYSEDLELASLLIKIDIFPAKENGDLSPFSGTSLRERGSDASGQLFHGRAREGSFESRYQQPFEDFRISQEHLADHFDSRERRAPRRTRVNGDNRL
ssDAF-12 act – S. stercoralis DAF-12 activation, primary screen; activation, % at 6.8 µM; 370,000 tested, 1% active; AID 652126; HEK293 ssDAF-12/GRIP1 lit1-tk-luc reporter, luminescence; % of 3 µM dafachronic acid response;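 active = activation above the mean over all tested compounds plus 3 SD, cut at about 0.9% in these data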;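 also: 0% = DMSO-only wells and 100% = 3 µM delta7-dafachronic acid wells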
Active calls of the source: *; . = no result given.

SMILES | ADAM17 inh | MBD2 inh | NR1D1 modulator | DAX1 inh-1 | SMARCA2 activ | DAX1 inh-2 | hcDAF12 agonist | hgDAF-12 ag | PLCb3 inh | PLCg1 inh | ssDAF-12 act
CSc1nc2ccccc2s1 | 2 | -4 | 4 | -0.9 | 1 | -0.1 | -1.2 | -0.3 | 7 | 2 | -1.6
O=C(NCCc1ccccc1)c1cccc(S(=O)(=O)NCc2ccccc2)c1 | -3 | -4 | 0 | 0.4 | -2 | -1.0 | -1.3 | 1.5 | -11 | -4 | 0.1
CN(C(=O)c1cc(-c2ccccc2)on1)C1CCCCC1 | 0 | -5 | -3 | 3.3 | 9.1* | 2.8 | 2.2 | 11* | -1 | 1 | 0.0
O=C(CN(c1ccccc1F)S(=O)(=O)c1ccccc1)N1CCCCCC1 | -1 | 3 | -1 | -0.7 | 3 | 1.2 | -1.1 | -0.2 | -2 | 4 | -0.4
O=C(NC1CCCC1)C1C(c2ccc(C(F)(F)F)cc2)=Nc2ccccc2N1C(=O)c1cccc(C(F)(F)F)c1 (stereo not drawn) | -2 | 4 | 2 | . | -2 | -0.2 | 1.1 | 0.8 | 0 | 0 | -0.1
CCOC(=O)C(=CNc1cc(C)ccc1C)C(=O)OCC | 0 | 0 | 0 | 0.9 | -2 | -0.7 | -2.0 | 0.7 | 1 | 1 | -1.1
COc1ccc(C(=O)NCC(C)CN(C)C)cc1 (stereo not drawn) | -4 | 0 | -2 | 0.1 | 0 | 0.2 | 1.7 | 0.7 | 4 | -1 | 0.1
CCn1c(C)nc2cc(S(=O)(=O)N3CCCC3)ccc21 | -3 | 1 | 1 | 0.9 | -4 | -0.5 | -1.4 | -3.5 | -6 | -2 | -0.4
CCOc1ccccc1N1CCN(C(=O)c2cn(CC3CCCCC3)nn2)CC1 | -2 | -3 | -3 | 1.2 | 2 | 1.7 | 0.9 | 7.7 | -5 | 2 | -0.6
O=C(c1ccc(F)cc1)C1CCN(C(=O)NCc2ccccc2)CC1 | -2 | -4 | -4 | -1.3 | -2 | -0.9 | -2.2 | 2.8 | 2 | 1 | -0.2
O=C(CSc1ccc(Cl)cc1)N1CCN(c2c(Cl)cccc2[N+](=O)[O-])CC1 | 3 | 1 | 1 | -0.8 | 1 | -0.6 | -2.2 | 1.3 | -4 | 1 | -0.8
COc1ccc(C(=O)N/C(=C\c2ccccc2)C(=O)Nc2ccc(C(=O)O)cc2)cc1 | -1 | 1 | 4 | -0.1 | 1 | -0.2 | 0.1 | -0.7 | -4 | 1 | -1.3
O=[N+]([O-])c1cccc(S(=O)(=O)N2CCCCCC2)c1 | 1 | -2 | 0 | -0.6 | -1 | 0.6 | -3.2 | 1.2 | 3 | 2 | -0.7
CCn1cc(CNC(=O)C2CCC(=O)N(Cc3ccccc3F)C2)cn1 (stereo not drawn) | 1 | -1 | 1 | 0.6 | 0 | 0.3 | 0.1 | 0.9 | -5 | -1 | -0.5
Cc1ccc(-c2csc3ncn(CC#N)c(=O)c23)cc1C | 3 | -6 | -15 | 0.4 | 0 | -0.1 | -0.2 | -0.4 | -11 | 0 | -0.7
Cn1cc(CC(=O)N2CCN(c3ccccc3F)CC2)c2ccccc21 | -4 | -6 | -3 | -0.9 | -2 | -1.5 | 0.3 | 2.9 | -48 | -5 | -0.7
Cc1c(C(=O)NCc2ccco2)oc2ccccc12 | 1 | 0 | -4 | 0.3 | 0 | -0.2 | 2.6 | 1.8 | -5 | -2 | -0.6
CN(C)c1ccc(C2CC(=O)OC3=C2C(=O)CC(C)(C)C3)cc1 (stereo not drawn) | -2 | 6 | 1 | -1.0 | 2 | -0.1 | -1.5 | 3.9 | -7 | -5 | -1.5
CCc1ccc(OCCCCN(C)Cc2ccccc2)cc1 | -2 | 2 | -1 | -0.5 | -2 | -0.2 | -0.9 | -0.7 | -5 | 2 | -1.3
O=C(O)CCSc1nnc(SCC(=O)NC2CCS(=O)(=O)C2)s1 (stereo not drawn) | -7 | -5 | -7 | 0.4 | -3 | -1.0 | -1.4 | -1.3 | 1 | 7 | -1.3
C=CCOc1ccc(CN(C)CC(O)COc2ccc(CCC(C)=O)cc2)cc1 (stereo not drawn) | 1 | 2 | 0 | 0.5 | 1 | -0.5 | -0.5 | 0.6 | 2 | 2 | -1.0
CCCCOc1ccc(C(=O)NCC(=O)NCC2CCCO2)cc1 (stereo not drawn) | 2 | -1 | -4 | 0.7 | 0 | -0.6 | 1.1 | 0.6 | 2 | 3 | -1.1
COc1cccc(S(=O)(=O)N2CCOCC2)c1 | -4 | 0 | 5 | 2.2 | -2 | -0.3 | 1.0 | -0.3 | 2 | 5 | -1.7
NS(=O)(=O)c1ccc(C(=O)Nc2ccc(-c3nc4cccnc4s3)cc2)cc1 | -44 | -2 | 0 | 2.4 | 6 | 2.5 | 4.7 | 14* | -28 | -14 | -0.6
Cc1sc2ncnc(SCC(=O)NNC(=O)COc3cccc4ccccc34)c2c1C | -3 | 4 | -7 | -0.6 | -1 | -0.6 | 0.6 | 6.0 | 0 | 4 | -1.1

Another view of 2 compounds above.
CSc1nc2ccccc2s1
- ADAM17 inh = 2
- MBD2 inh = -4
- NR1D1 modulator = 4
- DAX1 inh-1 = -0.9
- SMARCA2 activ = 1
- DAX1 inh-2 = -0.1
- hcDAF12 agonist = -1.2
- hgDAF-12 ag = -0.3
- PLCb3 inh = 7
- PLCg1 inh = 2
- ssDAF-12 act = -1.6

O=C(NCCc1ccccc1)c1cccc(S(=O)(=O)NCc2ccccc2)c1
- ADAM17 inh = -3
- MBD2 inh = -4
- NR1D1 modulator = 0
- DAX1 inh-1 = 0.4
- SMARCA2 activ = -2
- DAX1 inh-2 = -1.0
- hcDAF12 agonist = -1.3
- hgDAF-12 ag = 1.5
- PLCb3 inh = -11
- PLCg1 inh = -4
- ssDAF-12 act = 0.1

Some entries already given, showing only PLCg1 inh, DAX1 inh-2 and hgDAF-12 ag.
SMILES	PLCg1 inh	DAX1 inh-2	hgDAF-12 ag
Cn1cc(CC(=O)N2CCN(c3ccccc3F)CC2)c2ccccc21	-5	-1.5	2.9
Cc1c(C(=O)NCc2ccco2)oc2ccccc12	-2	-0.2	1.8

Next part
SMILES | ADAM17 inh | MBD2 inh | NR1D1 modulator | DAX1 inh-1 | SMARCA2 activ | DAX1 inh-2 | hcDAF12 agonist | hgDAF-12 ag | PLCb3 inh | PLCg1 inh | ssDAF-12 act
NC(=O)c1ccc(NC(=O)CCN=C2NS(=O)(=O)c3ccccc32)cc1 | 2 | -6 | -2 | 1.7 | -2 | 1.8 | -0.5 | -1.9 | -2 | 1 | -1.4
CC(C)C(=O)Nc1nnc(SCC(=O)NCc2cccs2)s1 | -4 | 3 | -6 | -0.6 | -2 | -0.2 | -0.7 | 0.6 | 0 | 5 | -1.4
O=C(Nc1cccc(NC(=O)N2CCN(c3ccccc3)CC2)c1)N1CCN(c2ccccc2)CC1 | 1 | -1 | 5 | -1.4 | 2 | -0.7 | -3.3 | -2.7 | -4 | -3 | -1.6
CCc1ccc(C(=O)CSc2ncn[nH]2)cc1 | 4 | 0 | -3 | 0.2 | 0 | 2.5 | 0.9 | 4.1 | -1 | 4 | -0.4
N#Cc1ccc(CN2CCN(C(=O)CN3C(=O)NC4(CCCC4)C3=O)CC2)cc1 | -8 | -2 | 3 | -2.2 | -2 | -4.5 | -1.9 | -2.8 | -9 | 0 | -1.5
Cc1cc(/C=C(\C#N)C(=O)Nc2ccccc2)c(C)n1-c1ccc(C(=O)O)cc1 | -2 | 0 | -3 | 2.9 | -4 | 0.2 | 0.5 | 3.6 | -8 | -5 | -1.8
Cc1cc(C)c(S(=O)(=O)Nc2ccccc2C(=O)OCC(=O)NCc2ccccc2)c(C)c1 | -1 | -3 | 3 | -1.3 | -2 | 1.3 | -1.0 | -0.9 | -42 | -27 | -1.9
CCC1S/C(=N/N=C/c2ccco2)N(Cc2ccc(F)cc2)C1=O (stereo not drawn) | -3 | -1 | 1 | . | -3 | -0.2 | -0.6 | 2.3 | 1 | -1 | -1.6
CC1CCC(NC(=O)C2CCC(CNS(=O)(=O)c3cccc4cccnc34)CC2)CC1 (stereo not drawn) | -2 | -1 | 0 | -0.8 | -1 | -1.2 | 3.0 | -0.5 | 3 | 4 | -1.4
O=[N+]([O-])c1ccc(/C=C/C2=NN(c3ccccc3)C(c3ccco3)C2)cc1 (stereo not drawn) | -3 | 4 | 8 | 0.9 | -1 | -0.1 | -2.1 | 3.8 | -58 | -48 | -1.5
COc1ccc(NC(=O)c2ccccc2S(=O)c2ccccc2C#N)cc1 (stereo not drawn) | -4 | -1 | 3 | 0.2 | 1 | -0.5 | -0.2 | -0.8 | 0 | -2 | -1.1
CC1(c2nnc(-c3cccc(Cl)c3)o2)CC(c2ccc(OC(F)(F)F)cc2)=NO1 (stereo not drawn) | 4 | 2 | 5 | 0.3 | 1 | 1.2 | -1.2 | -1.7 | -3 | 1 | -0.9
Cc1ccc(CNC(=O)[C@H]2O[C@@H](n3ccc(N)nc3=O)[C@H](O)[C@@H]2O)o1 | 1 | 2 | -2 | . | -3 | -0.5 | -1.6 | -0.3 | -1 | 1 | -1.1
CC(NC(=O)COc1ccccc1)C(=O)NCc1ccccc1Cl (stereo not drawn) | 0 | 0 | 7 | -1.5 | -2 | 1.6 | -1.8 | -0.8 | -2 | 7 | -1.1
Cc1ccc2c(CC(=O)N3CCN(c4ccccc4)CC3)coc2c1 | 0 | -3 | -4 | 0.0 | 1 | -0.8 | -1.1 | -0.9 | 0 | -1 | -1.4
CCOC(=O)C1=C(C)NC(=S)NC1/C=C/c1ccccc1 (stereo not drawn) | 4 | 0 | 3 | -0.1 | -3 | -1.0 | -1.8 | -1.5 | 0 | 0 | -1.9
COc1ccccc1-c1cnn2c(N3CCOCC3)cc(C)nc12 | -1 | -1 | -2 | 0.5 | 0 | 0.8 | 2.6 | 4.1 | -32 | -14 | -0.6
CC(C)N1C(=O)CCC1C(=O)NCc1ccccc1Cl (stereo not drawn) | 0 | -1 | -4 | -0.7 | -3 | -0.3 | -1.5 | 0.7 | 3 | 0 | -1.3
C/C(N)=C(/C#N)C(=O)COC(=O)c1cc2c(s1)CCCC2 | 1 | -4 | 1 | 1.6 | 5 | 0.5 | -1.3 | 4.9 | -4 | -3 | -1.1
O=Cc1ccc2noc(-c3ccc(Cl)cc3)c2c1 | -26 | -2 | 0 | -0.1 | 17* | 1.4 | 6.5* | 8.8 | -87 | -82 | -0.7
Cc1ccc(/C=N/NC(=O)c2ccco2)cc1 | 1 | -1 | 1 | . | 8.8* | 2.4 | 3.3 | 12* | -9 | -1 | -0.8
O=C(CNC(=O)c1ccc(Br)o1)NNC(=O)c1ccc(Br)cc1 | -2 | 2 | -10 | 0.1 | 1 | 0.9 | -1.1 | 1.9 | -3 | -1 | -1.0
CCOC(=O)N1CCC(C(=O)Nc2ccc(OCC)cc2)CC1 | 0 | 1 | 0 | 1.2 | 7 | 0.2 | 1.4 | -0.7 | 6 | 4 | -1.0
COc1cccc(CNC(=O)CCNS(=O)(=O)c2ccc(C)cc2)c1 | 1 | -1 | -3 | -1.2 | -2 | 0.3 | 1.6 | 0.7 | 3 | 1 | -1.0
c1ccc(-c2ccc3[nH]ccc3c2)cc1 | 6 | -1 | 1 | 0.9 | 5 | 0.3 | -1.3 | 9.7 | -6 | 1 | -0.8
CCOc1cc(CNn2cnnc2)cc(Br)c1OCC(=O)NC(C)(C)C | 0 | -6 | 2 | -1.0 | 4 | -0.4 | -1.9 | -1.3 | -2 | 2 | -1.5
O=C(c1cn(-c2ccccc2)nc1-c1cccs1)N1CCN(c2ccccn2)CC1 | 0 | -1 | 15 | -0.2 | 1 | -0.7 | 1.0 | -0.4 | 1 | 2 | -1.4
